Bioassay records (PubChem)
SKN-1 inh: C. elegans SKN-1 inhibition; C. elegans VP596 Pgst-4::GFP/RFP ratio, acrylamide-induced, 24 h; inhibition, % at 21.8 µM; 0.49% of 360,000 active;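 active means interference check ratio from 0.5 to 1.5 plus GFP to RFP signal ratio inhibition reaching or exceeding a fixed threshold, cut at about 30% in these data, passing the limit was not always enough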; further: some compounds called inactive have numbers as strong as hits
Scp-1 inhibitor: blocks human Scp-1 phosphatase activity. Q9GZU7. Recombinant Scp1, phosphopeptide, malachite green phosphate absorbance. inhibition, % at 20 µM. 0.88% of 340,000 active. AID 493091;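 active means inhibition above about 50% at 20 µM, limit read from the data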;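 further: plate controls were DMSO wells with enzyme for no effect and wells lacking enzyme for full effect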
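assay system = SCP-1 phosphatase catalytic domain, residues 76-261 | buffer or medium = 50 mM Tris acetate pH 5.5, 0.005% Tween-20, 10 mM MgCl2 | incubation = enzyme reaction 45 min at room temperature, colour 5 min, stabilisation 30 min | signal = Phosphate-binding colour reagent, absorbance read at 630 nm | measure = % inhibition at 20 µM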
LMPTP inh: blocks human LMPTP phosphatase | P24666 | recombinant LMPTP-A, OMFP fluorogenic substrate, fluorescence intensity | inhibition, % at 20 µM | 0.22% of 360,000 active;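 active means compounds that cut the enzyme signal by at least half of the control window in the single-dose screen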;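 further: plate controls were DMSO wells with enzyme plus substrate for no effect and substrate without enzyme for full effect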
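Material: LMPTP-A; amount: 0.625 nM enzyme; doses: single 20 µM dose; times: reaction 50 min, room temperature, dark; technique: fluorescence intensity of OMFP turnover product; benchmarks: no-enzyme and uninhibited controls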
STEP inh: STEP (human) phosphatase inhibition. P54829. recombinant STEP, OMFP fluorogenic substrate, fluorescence. inhibition, % at 20 µM. 0.25% of 360,000 active;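 active means inhibition at 20 µM, scaled per plate between control wells, above about 37%, limit read from the data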;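 further: 0% = DMSO with enzyme and substrate and 100% = substrate only without enzyme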
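Also added – OMFP at 25 µM · Test system – STEP tyrosine phosphatase · Technique – FITC-channel fluorescence of OMFP product · Schedule – 20 min at room temperature, dark · Evaluation – control-normalized % inhibition with plate pattern correction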
NRP1-CendR mod: modulators of CendR peptide binding to human neuropilin-1. O14786. FAM-RPARPAR peptide binding to NRP-1, fluorescence polarization. inhibition, % at 25 µM. 0.85% of 360,000 active;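 active means inhibition or corrected inhibition above about 18%, plus a signal ratio from 0.5 to 1.5, limit read from the data, passing the limit was not always enough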; further: strong numbers were not always called active
Target sequence (O14786 whole entry, looked up): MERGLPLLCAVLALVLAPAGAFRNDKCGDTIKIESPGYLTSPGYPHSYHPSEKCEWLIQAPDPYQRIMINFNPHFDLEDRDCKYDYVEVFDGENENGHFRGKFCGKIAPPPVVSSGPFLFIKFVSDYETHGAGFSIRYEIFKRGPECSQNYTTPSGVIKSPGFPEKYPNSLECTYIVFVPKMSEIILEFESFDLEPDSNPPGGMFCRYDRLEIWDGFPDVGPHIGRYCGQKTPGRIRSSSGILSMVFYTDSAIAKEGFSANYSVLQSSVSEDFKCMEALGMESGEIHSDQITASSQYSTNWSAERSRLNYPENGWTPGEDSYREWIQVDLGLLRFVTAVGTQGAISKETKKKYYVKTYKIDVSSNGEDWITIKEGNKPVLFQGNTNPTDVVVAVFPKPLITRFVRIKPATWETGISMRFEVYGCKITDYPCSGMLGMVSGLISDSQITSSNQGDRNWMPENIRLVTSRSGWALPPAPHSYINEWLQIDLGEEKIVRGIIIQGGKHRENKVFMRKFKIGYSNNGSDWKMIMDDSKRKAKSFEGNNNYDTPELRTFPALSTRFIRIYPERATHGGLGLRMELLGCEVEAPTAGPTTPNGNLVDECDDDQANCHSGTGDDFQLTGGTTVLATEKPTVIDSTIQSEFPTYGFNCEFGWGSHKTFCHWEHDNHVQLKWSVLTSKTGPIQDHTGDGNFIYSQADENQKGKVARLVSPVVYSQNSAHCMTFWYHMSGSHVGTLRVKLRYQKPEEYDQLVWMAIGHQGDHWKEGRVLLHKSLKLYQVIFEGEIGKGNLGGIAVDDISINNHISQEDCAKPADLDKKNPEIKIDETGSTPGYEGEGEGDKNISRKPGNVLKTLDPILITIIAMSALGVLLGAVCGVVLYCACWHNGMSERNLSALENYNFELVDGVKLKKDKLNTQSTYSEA
NadD block: NadD (S. aureus) enzyme inhibition; AID 602399; inhibition, % at 20 µM; 0.78% of 360,000 active; purified NadD enzyme, colorimetric absorbance read-out; in the data active means inhibition above about 26%; further: some compounds past the cut are filed as inactive
Tb MetRS inh: Trypanosoma brucei MetRS inhibition; inhibition, % at 11.9 µM; 0.4% of 360,000 active; purified T. brucei MetRS, ATP depletion, Kinase-Glo luminescence; AID 624268;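 active means inhibition above a per-plate cutoff of the control wells' mean inhibition plus 3 SD, cut at about 5.5% in these data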;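 further: 0% = DMSO wells median and 100% = median of wells with control inhibitor compound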
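Assay system: T. brucei methionyl-tRNA synthetase, purified | Medium: HEPES buffer with MgCl2, KCl, DTT, spermine, BSA, pyrophosphatase | Compound: 11.9 µM single point | Incubation: 15 min enzyme-compound preincubation, 2 h reaction, 10 min detection, 25 °C | Measured by: Kinase-Glo luciferase luminescence reporting remaining unconsumed ATP | Measure: % inhibition normalized to control-well medians | Replication: Singlicate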
Neddylation inh: inhibitors of human cullin neddylation; P61081+Q13564; TR-FRET cullin neddylation, biochemical; calls only at 25 µM; 0.58% of 360,000 active; AID 651699; in the data active means inhibition above about 36%
DNMT1 block: DNMT1 (human) enzyme inhibition; AID 588458; P26358; inhibition (reported as % activation of signal), % at 10 µM; DNMT1 molecular beacon, Hinp1I cleavage, fluorescence; 0.83% of 360,000 active; in the data active means inhibition above about 50%
SUMO1 PPI mod: SUMO1-SIM interaction modulation; P63165; SUMO1 binding to a labelled peptide, TR-FRET, 1 h; inhibition, % at 20 µM; 0.33% of 360,000 active; AID 602429; in the data active means inhibition above about 37%
Target sequence (P63165 whole entry, looked up): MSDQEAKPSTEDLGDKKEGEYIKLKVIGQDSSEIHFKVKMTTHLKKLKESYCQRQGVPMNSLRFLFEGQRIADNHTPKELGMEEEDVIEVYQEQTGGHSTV
* marks the source's active call; other numbers are inactive results; i = inactive; . = not tested or not shown.

The opening 6 records (preview)
SMILES | SKN-1 inh | Scp-1 inhibitor | LMPTP inh | STEP inh | NRP1-CendR mod | NadD block | Tb MetRS inh | Neddylation inh | DNMT1 block | SUMO1 PPI mod
CC(=NNC1=NCCN1)c1cn(C2=NCCN2)nc1C | -7 | . | -7.3 | 0 | -10 | -4 | -0.5 | i | -2 | -1
COc1ccc(C2CC(=O)C3=C(C2)NC(C)=C(C#N)C3c2ccc(N(C)C)cc2)cc1 (stereo unspecified) | 11 | 6 | 0.8 | 1 | 1 | 14 | -1.1 | i | -6 | -19
O=C(O)c1nn(CCOc2ccc(Br)cc2)c(=O)c2ccccc12 | 2 | -10 | 0.3 | -1 | 13 | -10 | 0.8 | i | -2 | -6
O=C(COC(=O)c1ccccn1)Nc1cccc2ccccc12 | 1 | 4 | -0.2 | 8 | 2 | -3 | -1.3 | i | -1 | 0
O=C1NNC(=O)C2C3C=CC(C4CC34)C12 (stereo unspecified) | 6 | 0 | -0.2 | -2 | -8 | -7 | 0.0 | i | 0 | 0
CCCCN(C(=O)C1CCCC1)c1c(N)n(CC(C)C)c(=O)[nH]c1=O | -11 | 4 | -0.6 | 0 | -8 | -5 | -0.5 | i | 0 | -1

This part in full, from the first entry:
SMILES | SKN-1 inh | Scp-1 inhibitor | LMPTP inh | STEP inh | NRP1-CendR mod | NadD block | Tb MetRS inh | Neddylation inh | DNMT1 block | SUMO1 PPI mod
CC(=NNC1=NCCN1)c1cn(C2=NCCN2)nc1C | -7 | . | -7.3 | 0 | -10 | -4 | -0.5 | i | -2 | -1
COc1ccc(C2CC(=O)C3=C(C2)NC(C)=C(C#N)C3c2ccc(N(C)C)cc2)cc1 (stereo unspecified) | 11 | 6 | 0.8 | 1 | 1 | 14 | -1.1 | i | -6 | -19
O=C(O)c1nn(CCOc2ccc(Br)cc2)c(=O)c2ccccc12 | 2 | -10 | 0.3 | -1 | 13 | -10 | 0.8 | i | -2 | -6
O=C(COC(=O)c1ccccn1)Nc1cccc2ccccc12 | 1 | 4 | -0.2 | 8 | 2 | -3 | -1.3 | i | -1 | 0
O=C1NNC(=O)C2C3C=CC(C4CC34)C12 (stereo unspecified) | 6 | 0 | -0.2 | -2 | -8 | -7 | 0.0 | i | 0 | 0
CCCCN(C(=O)C1CCCC1)c1c(N)n(CC(C)C)c(=O)[nH]c1=O | -11 | 4 | -0.6 | 0 | -8 | -5 | -0.5 | i | 0 | -1
COc1ccc(C(=O)Nc2ccc([N+](=O)[O-])cn2)cc1OC | -1 | -3 | -1.9 | 0 | -10 | -6 | -0.7 | i | -8 | -20
CCc1ccccc1NC1c2ccccc2C(=O)N1c1cccnc1 (stereo unspecified) | -21 | 8 | -0.6 | 0 | 9 | -7 | -0.3 | i | 3 | 3
O=C(CN(C(=O)c1csnn1)c1ccc2c(c1)OCCO2)NCc1ccc(F)cc1 | 14 | -2 | -0.8 | 3 | 8 | 4 | -0.3 | i | -1 | -1
O=C(COC(=O)CCC(NC(=O)OCc1ccccc1)C(=O)OCC(=O)Nc1ccccc1)Nc1ccccc1 (stereo unspecified) | 2 | -15 | 1.2 | -3 | -3 | -9 | 0.3 | i | -7 | -1
CCN(CC)CCN(C(=O)CCS(=O)(=O)c1ccccc1)c1nc2cc(OC)c(OC)cc2s1 | 16 | -6 | -5.4 | -1 | 14 | -1 | 0.5 | i | 1 | -19
CCN(C[C@H]1N[C@@](Cc2ccccc2)(C(=O)OC)[C@H]2C(=O)N(C)C(=O)[C@@H]12)S(=O)(=O)c1ccc(OC)cc1 | -2 | 4 | -2.5 | 0 | 3 | 0 | -0.1 | i | 1 | 2
O=C(O)c1ccc(CNC(=S)Nc2ccccc2)cc1 | 0 | 3 | 0.4 | -2 | -2 | 4 | -0.3 | i | 1 | 4
C=CCNc1nc2cc(-c3cccc(NC(C)=O)c3)sc2c(=O)n1C | 10 | . | 1.7 | -1 | -4 | -10 | -0.1 | i | 0 | -22
CCN1C(=O)CS/C1=N\S(=O)(=O)c1ccc(Cl)cc1 | 3 | -2 | -0.4 | 2 | 10 | 0 | -0.5 | i | 6 | 0
CN(Cc1c(C(=O)N/N=C/c2cccc(O)c2)nnn1-c1nonc1N)c1ccccc1 | -3 | 1 | -0.7 | -3 | 13 | 8 | 3.3 | i | -8 | -3
O=C(CCS(=O)(=O)c1cc(Br)cc2c1N(C(=O)C1CC1)CC2)NCc1ccco1 | 4 | 27 | 0.4 | 6 | -11 | 7 | -1.1 | i | 13 | 12
O=C1CC(SCCc2nc3ccccc3[nH]2)C(=O)N1c1ccc(Cl)cc1 (stereo unspecified) | -26 | 5 | -0.7 | 3 | -8 | -4 | 21* | i | -8 | -1
CSc1ncccc1C(=O)Nc1ccc(S(=O)(=O)N2CCCC2)cc1 | 3 | -5 | -0.4 | -4 | 2 | -8 | -0.5 | i | -2 | -8
Cc1c(/C=N/Nc2ccc(C(=O)O)cc2)c2ccccc2n1C | -14 | -1 | 0.3 | -5 | -12 | 2 | -1.0 | i | 1 | -11
CN(C)c1ccc(C2(c3ccc(N(C)C)cc3)OC(=O)c3cc(N)ccc32)cc1 | 3 | -12 | 4.4 | -3 | 7 | 11 | -0.6 | i | -9 | -16
O=C(CN1C(=O)C2CC=CCC2C1=O)Nc1ccc(F)c(Cl)c1 (stereo unspecified) | 6 | . | -0.7 | 3 | -7 | -3 | 0.8 | i | 5 | -3
CC(NC(=O)N1CCN(c2ccccc2F)CC1)c1ccc(F)c(F)c1 (stereo unspecified) | 8 | -4 | -0.2 | -1 | -6 | -6 | -0.6 | i | 0 | -2
S=c1[nH]nc(-c2cccs2)n1Cc1ccccc1 | 0 | -3 | -1.6 | 0 | 17 | 0 | 0.4 | . | -1 | 4
C=CCn1c(SCCOc2ccc(OC)cc2)nnc1C(CO)NC(=O)c1ccc(OC)cc1 (stereo unspecified) | -8 | -8 | -0.9 | -1 | -2 | 1 | -0.4 | i | -2 | 1
COc1ccccc1-c1n[nH]nc1C1=CC(=O)C[C@H](c2ccc(F)cc2)C1 | 11 | . | -0.3 | 2 | 4 | 2 | -0.7 | i | -3 | -7
CN(NC1OC(=O)c2ccccc21)c1ccccc1[N+](=O)[O-] (stereo unspecified) | -12 | -14 | -2.1 | 1 | -13 | -9 | 0.0 | i | -3 | -10
Cc1ccc(NC(=O)CSc2nnc(CN3CCOCC3)n2C)cc1C | 19 | -5 | -0.5 | -1 | 5 | 13 | -0.2 | i | 3 | -1
COc1ccc(CNC(=O)C2CCN(C(=O)N(C)C)CC2)c(OC)c1 | 8 | -6 | -1.0 | 2 | 0 | 4 | -0.8 | i | -3 | 2
CC1CCCCN1CCNC(=O)c1cnn2ccccc12 (stereo unspecified) | 11 | -9 | -0.1 | -3 | -8 | 8 | -0.6 | i | 6 | 1
CCCCOP(=O)(OCCCC)C(Nc1ccccc1)c1ccc2c(c1)OCO2 (stereo unspecified) | 8 | -1 | 2.2 | 2 | -5 | -3 | 0.3 | i | -1 | 1
Cc1cccc(OCC(=O)NCc2nnc3ccc(C(F)(F)F)cn23)c1C | 7 | -2 | -0.5 | -1 | 1 | 3 | -0.2 | i | -4 | -2
Cc1ccc(S(=O)(=O)N2CCC(C)CC2)cc1 | -6 | -2 | -2.3 | -5 | 3 | -4 | -0.6 | i | 0 | 3
COc1ccc(S(=O)(=O)Nc2ccccc2Cl)cc1NC(C)=O | 1 | 3 | -0.2 | 1 | 1 | 2 | -0.5 | i | 1 | 0
CN(C)CCN1CCN(C2CN(Cc3cn(Cc4ccc(Cl)cc4)nn3)S(=O)(=O)C2)CC1 (stereo unspecified) | 7 | . | -5.9 | . | 5 | -5 | 0.1 | i | . | -14
CCN(CC)S(=O)(=O)c1ccc(OC)c(NC(=O)C2CC(=O)N(c3ccc(C)cc3)C2)c1 (stereo unspecified) | -10 | -5 | -0.3 | -1 | 5 | 6 | 0.6 | i | 9 | 0
CCOc1ncccc1C(=O)OCC(=O)c1cccc(Br)c1 | 15 | 5 | 1.1 | 0 | 1 | -4 | -0.5 | i | -1 | -3
O=C1CSC(c2cccnc2)N1c1cccc(Cl)c1 (stereo unspecified) | -7 | -3 | -0.9 | -5 | 5 | 3 | -0.7 | i | 5 | 3
CN(C(=O)CN1CCN(c2cc(-c3cccc4oc5ccccc5c34)ncn2)CC1)c1ccccc1 | 0 | . | 0.0 | 1 | 7 | -2 | -0.1 | i | -2 | 5
CC1CCC(NC(=O)CC(C)(C)Cc2nc3ccccc3c(=O)[nH]2)CC1 (stereo unspecified) | 6 | -5 | 0.0 | 1 | 4 | -5 | 0.3 | i | 2 | -2
CCOc1ccc(CNCCN2CCCC2)cc1 | 22 | -2 | -4.7 | 0 | -4 | -11 | -0.1 | i | -4 | 21
CC1=C(C(=O)Nc2ccc(Cl)cc2)C(c2cccs2)n2nnnc2N1 (stereo unspecified) | -6 | -5 | -0.8 | 3 | 2 | 0 | 0.8 | i | -4 | 0
COc1ccc(Br)cc1/C(C)=N/NC1=NCCN1 | 5 | 0 | -0.2 | 0 | 0 | -5 | -0.5 | i | -1 | 1
O=C(CSc1nnc(-c2cccs2)o1)N1CCc2ccccc21 | -10 | -12 | -0.1 | -1 | 0 | -3 | -0.3 | i | -3 | 5
COc1ccc(Cc2c(-c3cccc(Cl)c3)nc3c(C)cc(Br)cn23)c(C)c1 | 6 | . | -2.2 | 3 | 2 | 1 | -0.2 | i | -3 | -22
Cc1cccc(CSc2nc3c(c(=O)[nH]2)CCCC3)c1 | 2 | -10 | -0.9 | -2 | -4 | 2 | -0.3 | i | 1 | -1
O=[N+]([O-])c1ccccc1NCCOc1ccccc1 | 46* | -14 | 0.6 | 1 | 2 | -10 | -1.2 | i | 4 | -33
Cc1ccc(-n2nc3c(c2NC(=O)/C=C\c2ccc4c(c2)OCO4)CSC3)c(C)c1 | 10 | -10 | 2.1 | 1 | 7 | 31* | 0.2 | i | 0 | -1
O=C(NC(=S)Nc1ccccc1Cl)c1cnn2c(C(F)(F)F)cc(C(F)(F)F)nc12 | -13 | -5 | 1.9 | -2 | -16 | 1 | -0.7 | i | -6 | 2
O=C(COC(=O)c1ccc(F)cc1Cl)NC(=O)NC1CCCC1 | 10 | -10 | -0.8 | -1 | 6 | -1 | -0.4 | i | 3 | 0
O=C(CSc1ncccn1)NCC1CCCO1 (stereo unspecified) | 5 | -6 | 0.1 | -1 | 15 | 2 | -0.2 | i | -1 | 3
COC(=O)CC1C(=O)NCCN1C(=O)Nc1ccc(Cl)c(Cl)c1 (stereo unspecified) | -2 | -1 | -0.9 | -2 | -10 | -8 | -0.1 | i | 2 | 1
CC1(c2nnc(Cc3ccccc3)o2)CC(c2ccccc2)=NO1 (stereo unspecified) | 8 | 0 | -1.5 | 1 | 22 | -3 | 0.1 | i | 3 | 3
